SENP8 block-1: blocks the human protease SENP8. Q96LD8. AID 2540. actives 1.2% (n = 330,000). purified SENP8, Z-RLRGG-aminoluciferin cleavage, luminescence. inhibition, % at 10 µM; in the data active = inhibition above about 50%
Target sequence (Q96LD8 whole entry, looked up): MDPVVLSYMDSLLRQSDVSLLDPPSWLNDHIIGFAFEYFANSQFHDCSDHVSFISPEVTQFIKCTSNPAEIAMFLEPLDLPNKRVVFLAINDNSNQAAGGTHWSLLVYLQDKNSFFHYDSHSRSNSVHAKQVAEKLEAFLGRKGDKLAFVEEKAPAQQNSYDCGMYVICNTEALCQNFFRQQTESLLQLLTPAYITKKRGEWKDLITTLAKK
Apaf-1 inh: blocks human Apaf-1 apoptosome activity; O14727; reconstituted apoptosome caspase-3 activity, DEVD-Rh110 fluorescence; inhibition, % at 20 µM; actives 0.71% (n = 330,000); active = inhibition of at least 40% at 20 µM;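 also: plate controls were DMSO wells for no effect and DEVD-CHO caspase inhibitor wells for full effect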
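Material: biochemical Apaf-1 apoptosome reconstitution. Medium: Hepes buffer, pH 7.5. Also added: cytochrome c activation, bis-DEVD rhodamine 110 substrate. Timing: 30 min compound preincubation, 50 min activation, room temperature. Measured by: rhodamine 110 fluorescence at Ex 480/Em 540 nm.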
SENP8 block-2: blocks human SENP8 cleavage of Nedd8 substrate. AID 602440. recombinant SENP8, Nedd8 substrate fluorescence. inhibition, % at 20 µM. actives 0.64% (n = 360,000). Q96LD8; in the data active = inhibition mostly above about 40%, no sharp cut-off; inactive = mostly below about 27%
SENP6 inh: SENP6 protease inhibition | inhibition, % at 10 µM | actives 1.8% (n = 330,000) | Recombinant SENP6 catalytic domain, aminoluciferin luminescence | AID 2599 | Q9GZR1;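 active = inhibition above about 50% at the single tested dose, limit read from the data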;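 also: plate controls were DMSO wells with enzyme for no effect and DMSO wells lacking enzyme for full effect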
APOBEC3G inh: blocks human APOBEC3G single-stranded DNA deamination; inhibition, % at 20 µM; AID 493012; actives 0.28% (n = 330,000); recombinant A3G, ssDNA deamination FAM/TAMRA fluorescence; Q9HC16;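 active = inhibition of at least 40% at 20 µM, with no more than 30% in the related APOBEC3A deaminase screen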;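 also: plate controls were DMSO wells with A3G for no effect and wells lacking A3G enzyme for full effect; some compounds called inactive have numbers as strong as hits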
Target sequence (Q9HC16 whole entry, looked up): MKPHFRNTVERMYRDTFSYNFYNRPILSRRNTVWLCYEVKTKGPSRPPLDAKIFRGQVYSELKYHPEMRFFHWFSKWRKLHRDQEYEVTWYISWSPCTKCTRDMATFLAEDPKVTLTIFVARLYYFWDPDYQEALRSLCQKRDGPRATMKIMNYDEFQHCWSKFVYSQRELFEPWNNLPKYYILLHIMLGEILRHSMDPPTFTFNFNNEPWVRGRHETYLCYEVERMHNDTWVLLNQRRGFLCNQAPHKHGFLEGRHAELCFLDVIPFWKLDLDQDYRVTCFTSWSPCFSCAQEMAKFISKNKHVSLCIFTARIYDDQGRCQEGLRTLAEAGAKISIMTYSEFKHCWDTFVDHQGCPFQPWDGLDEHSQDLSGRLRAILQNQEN
SENP1 inh: blocks the human SENP1 SUMO protease catalytic domain; Q9P0U3; recombinant SENP1 catalytic domain, CyPet-SUMO1-YPet FRET cleavage; inhibition, % at 10 µM; actives 0.21% (n = 360,000); AID 624204;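 active = inhibition at least 30% at 10 µM, raw YFP signal under a set limit, fluorescence ratio 0.5 to 1.5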;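 also: 0% = enzyme with DMSO and 100% = no enzyme wells; some results filed as inactive read as strong as hits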
Target sequence (Q9P0U3 419-644 limits assumed): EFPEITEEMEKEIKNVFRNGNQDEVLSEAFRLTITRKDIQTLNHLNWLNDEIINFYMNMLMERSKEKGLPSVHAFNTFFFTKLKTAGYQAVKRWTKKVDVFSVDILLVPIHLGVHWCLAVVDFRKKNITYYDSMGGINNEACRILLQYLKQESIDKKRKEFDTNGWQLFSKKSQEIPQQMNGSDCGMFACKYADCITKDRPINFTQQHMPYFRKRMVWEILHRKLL
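Assay system – human recombinant His6-tagged SENP1 catalytic domain enzyme · Input – SENP1 enzyme, 20 pM final · Buffer or medium – Tris pH 8 buffer plus EDTA, NaCl, BME, BSA, NP40, catalase · Schedule – 50 min reaction at room temperature · Technique – FRET read of cyan and yellow fluorescence · Control set – no-enzyme wells low, DMSO-plus-enzyme wells high control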
UBC13 polyUb: human UBC13 polyubiquitination inhibition | UBC13 polyubiquitin chain formation, TR-FRET | inhibition, % at 20 µM | actives 0.47% (n = 330,000); in the data active = inhibition above about 45%, passing the limit was not always enough
Target sequence (P61088 whole entry, looked up): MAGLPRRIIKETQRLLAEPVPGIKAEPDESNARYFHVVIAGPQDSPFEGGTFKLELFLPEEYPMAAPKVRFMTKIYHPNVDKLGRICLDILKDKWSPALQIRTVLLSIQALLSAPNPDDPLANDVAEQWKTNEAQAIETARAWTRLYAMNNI
SENP7 inh: SENP7 protease inhibition; Q9BQF6; recombinant SENP7, Z-RLRGG-aminoluciferin luminescence, 40 min; inhibition, % at 5 µM; actives 1.5% (n = 330,000); AID 434973;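 active = inhibition above about 50% at the single test dose, limit read from the data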;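 also: plate controls were DMSO with enzyme for no effect and no enzyme buffer wells for full effect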
Starred values were filed as active, the others as inactive.

Results follow in this order: SENP8 block-1, Apaf-1 inh, SENP8 block-2, SENP6 inh, APOBEC3G inh, SENP1 inh, UBC13 polyUb, SENP7 inh
Cc1ccc(C(NC(N)=O)c2ccccc2C)cc1 (stereo unspecified)
  0, -4, 2, -20, 4, 2, -8, -4
O=C1CN(C(=O)c2ccc(Br)o2)C(c2ccc(F)cc2)c2cc(Cl)ccc2N1 (stereo unspecified)
  -2, 33, 14, -5, -3, -1, 6, 4
COc1ccc(NC(=O)N(C)C[C@H]2Oc3c(NC(=O)NC4CCCCC4)cccc3C(=O)N([C@H](C)CO)C[C@@H]2C)cc1
  -9, 5, 9, -7, -2, 1, -3, 3
C=C(C)C1CCC(C)=C1COC(=O)Nc1ccccc1 (stereo unspecified)
  -12, 17, 24, -9, -6, -1, -4, -11
COc1ccc(NC(=O)N(C)C[C@H]2Oc3c(NC(=O)c4nc5ccccc5s4)cccc3C(=O)N([C@@H](C)CO)C[C@H]2C)cc1
  9, 24, -34, 4, -8, 2, 18, 1
C[C@H](CO)N1C[C@H](C)[C@@H](CN(C)S(=O)(=O)c2cn(C)cn2)Oc2ccc(NS(=O)(=O)c3ccccc3)cc2C1=O
  3, -4, 10, -13, -8, -1, 3, 1
COc1ccc(CCNC(=O)C2CCN(S(=O)(=O)N3CCCCCC3)CC2)cc1OC
  2, -13, 1, 2, -1, -1, -4, 2
Cc1onc(-c2ccccc2Cl)c1C(=O)NCc1ccco1
  3, -15, -14, -23, 44, -89, -5, 6
CN(C)S(=O)(=O)N1CCN(S(=O)(=O)N2CCOCC2)CC1
  -5, 2, 10, -1, -5, 0, -5, -3
Brc1[nH]nc2ccccc12
  -4, -9, 18, 7, -6, 2, 8, 3
O=C(c1ccc(Br)s1)N1CCN(Cc2ccc3c(c2)OCO3)CC1
  -8, -1, 14, 5, -6, 1, 15, 8
COc1ccc(CNC(=O)C/C(C)=N/NC(=O)c2ccccc2OC)cc1
  -5, 10, 4, -2, 10, 2, 2, 6
c1cncc(-c2ccc3[nH]ccc3c2)c1
  -1, -7, 2, -23, -5, -1, 13, -9
COCCCN1C(=O)CS/C1=N\S(=O)(=O)c1ccccc1
  5, -11, 4, 18, -2, -2, 5, 4
CCOC(=O)C(=O)N=Nc1c(O)n(C)c2ccccc12
  -10, -1, 14, -16, -4, 1, -32, -3
NC(N)=N/N=C/c1cccc([N+](=O)[O-])c1O
  1, 1, 26, -15, 0, 2, -99, 9
COc1ccc(C(=O)CSc2nc(C)cc(C)n2)cc1C
  0, 3, 8, -2, -3, 1, 0, 5
CCc1ccc2c(CN3CCN(S(=O)(=O)c4ccccc4F)CC3)cc(=O)oc2c1
  12, 8, 12, -4, -1, 0, 10, -2
CC(C)C(c1nnnn1Cc1ccco1)N1CCC(C(N)=O)CC1 (stereo unspecified)
  -4, 1, 5, 4, -2, -24, -9, 17
CCNS(=O)(=O)c1ccc(NC(=O)CC(C)c2ccccc2)cc1 (stereo unspecified)
  -2, 9, -11, 12, 2, 3, 3, 3
COc1ccc(OCC(=O)NCCNC(=O)c2cccnc2)cc1
  2, -2, 1, -9, -8, 0, 0, 2
CC(C)(C)c1ccc(OCC(=O)NC2CCS(=O)(=O)C2)cc1 (stereo unspecified)
  -4, -10, 17, -3, -6, -2, 4, 0
COC(=O)[C@]1(C)N[C@H](CN(C)S(=O)(=O)c2ccccc2)[C@@H]2C(=O)N(Cc3ccccc3)C(=O)[C@@H]21
  -4, -7, 0, 17, 0, 0, 2, 10
CC(C)Cc1nnc(NC(=O)CSc2nc(-c3ccccc3)cc(=O)[nH]2)s1
  1, 12, 0, 6, -5, 0, -6, 3
Cc1ccc(-c2cc(N)n3nc(-c4ccc(C)cc4)cc3n2)cc1
  1, 6, -429, -4, 5, 3, -10, 8
c1cc2c(cc1Cn1cnnn1)OCO2
  3, -5, 27, -1, -3, -1, 7, 3
Cc1ccc(S(=O)(=O)N2CCN(C(=O)c3n[nH]c4ccccc34)CC2)cc1
  3, 9, -3, -4, -4, 3, 9, 11
CN(C)C1=NC(=O)/C(=C\c2ccccc2)S1
  7, 1, 13, 13, -2, -1, -14, -7
O=C(O)COc1c(-c2ccccc2)oc2ccccc2c1=O
  -10, -8, -10, 9, -9, -1, -15, -2
COc1ccc(NC(=O)COc2coc(CN3CCN(c4ccccc4)CC3)cc2=O)cc1
  -7, -4, 8, -25, -9, 0, -1, 11

Given with tabs: 7 of the compounds above
Molecule	SENP8 block-1	Apaf-1 inh	SENP8 block-2	SENP6 inh	APOBEC3G inh	SENP1 inh	UBC13 polyUb	SENP7 inh
NC(N)=N/N=C/c1cccc([N+](=O)[O-])c1O	1	1	26	-15	0	2	-99	9
COc1ccc(C(=O)CSc2nc(C)cc(C)n2)cc1C	0	3	8	-2	-3	1	0	5
CCc1ccc2c(CN3CCN(S(=O)(=O)c4ccccc4F)CC3)cc(=O)oc2c1	12	8	12	-4	-1	0	10	-2
CC(C)C(c1nnnn1Cc1ccco1)N1CCC(C(N)=O)CC1 (stereo unspecified)	-4	1	5	4	-2	-24	-9	17
CCNS(=O)(=O)c1ccc(NC(=O)CC(C)c2ccccc2)cc1 (stereo unspecified)	-2	9	-11	12	2	3	3	3
COc1ccc(OCC(=O)NCCNC(=O)c2cccnc2)cc1	2	-2	1	-9	-8	0	0	2
CC(C)(C)c1ccc(OCC(=O)NC2CCS(=O)(=O)C2)cc1 (stereo unspecified)	-4	-10	17	-3	-6	-2	4	0

New compounds follow
Results follow in this order: SENP8 block-1, Apaf-1 inh, SENP8 block-2, SENP6 inh, APOBEC3G inh, SENP1 inh, UBC13 polyUb, SENP7 inh
CC(=O)Nc1ccc(NC(=O)c2ccc(CSc3ccccc3)o2)cc1
  2, -12, 5, -11, -1, 0, -9, 13
CCOC(=O)C1CCCN(C(=O)c2cc(-c3ccc(C)cc3)on2)C1 (stereo unspecified)
  4, 1, 10, -3, -2, 1, 0, 3
COc1ccccc1-c1nnc(SCC(=O)N2CC(C)CC(C)C2)o1 (stereo unspecified)
  -4, 5, 24, 2, 0, 1, 0, 7
CCOC(=O)C1=C(N)N2C(=O)C(C)SC2=C(C(=O)OCC)C1c1ccccc1 (stereo unspecified)
  -5, 8, 17, -10, -2, 2, 0, 1
COC(=O)Cn1c2ccc(OC)cc2c2nc(C)sc21
  3, -3, 14, 10, -7, 2, -2, 5
O=C(CN1C(=O)c2cccc3cccc1c23)NC1CCCCC1
  0, 1, -299, -2, -4, -21, 8, -6
COCC(=O)Nc1nc(-c2ccccc2)ns1
  -18, -8, 10, -4, -5, 0, 12, -7
CC(C)[C@@H](C(=O)NCC1CCC(C(=O)O)CC1)n1nnc2ccccc2c1=O (stereo partly specified)
  3, -2, 2, 2, -7, -2, 0, 2
Cc1cc(C(=O)N/N=C/C=C/c2cccc([N+](=O)[O-])c2)n[nH]1
  11, -12, 17, 4, -2, 1, -16, 1
CCN1C(=O)CC(NCc2ccc(S(N)(=O)=O)cc2)C1=O (stereo unspecified)
  -2, -6, 19, 11, 5, 1, -12, 9
O=C(NCCN1CCN(c2ccccc2Cl)CC1)Nc1ccccc1
  -7, 4, 8, 7, -2, 0, -4, -4
CC(=O)Nc1ccc(/C=C/c2ccc3cccc([N+](=O)[O-])c3n2)cc1
  -6, -4, 25, 11, 1, 8, -4, 9
CC1CCC(C(=O)NC(C(=O)N2CCN(c3ccccn3)CC2)C(C)C)CC1 (stereo unspecified)
  6, -8, 0, 18, -4, 1, 7, 4
Cc1c(Br)c([N+](=O)[O-])nn1CC(=O)N(C)Cc1ccccc1
  -1, -3, 9, -11, -7, 3, 12, 5
CCOC(=O)C1CCN(C(=O)c2cccc(S(=O)(=O)Nc3ccc(C)cc3C)c2)CC1
  -14, 2, 4, -7, -7, 3, 2, 1

2 of the compounds above, with each value named:
Cc1ccc(S(=O)(=O)N2CCN(C(=O)c3n[nH]c4ccccc34)CC2)cc1
  SENP8 block-1: 3	Apaf-1 inh: 9	SENP8 block-2: -3	SENP6 inh: -4	APOBEC3G inh: -4	SENP1 inh: 3	UBC13 polyUb: 9	SENP7 inh: 11
CN(C)C1=NC(=O)/C(=C\c2ccccc2)S1
  SENP8 block-1: 7	Apaf-1 inh: 1	SENP8 block-2: 13	SENP6 inh: 13	APOBEC3G inh: -2	SENP1 inh: -1	UBC13 polyUb: -14	SENP7 inh: -7

Other results
Results follow in this order: SENP8 block-1, Apaf-1 inh, SENP8 block-2, SENP6 inh, APOBEC3G inh, SENP1 inh, UBC13 polyUb, SENP7 inh
COc1ccc(C)cc1NC(=O)C1CCN(S(C)(=O)=O)CC1
  0, -3, 14, 2, -7, 0, 6, -9
CCOC(=O)c1c[nH]n(-c2ccc(C)cc2)c1=O
  -13, 7, 14, 6, -4, 1, -2, 3
O=C(N/N=C/c1cccc(OCC(=O)N2CCCC2)c1)C(=O)Nc1ccccc1F
  -13, -18, 20, -5, -7, 4, -13, -3
Cc1cc(C)c(NC(=O)c2sc3nc4c(cc3c2N)C(=O)CC(C)(C)C4)c(C)c1
  0, 0, 15, -8, 0, 2, -1, -5
Cc1ccc(NC(=O)Nc2ccc3c(c2)CCC3)cc1C
  -6, 7, 2, -8, -1, -1, -11, -14
Cc1ccc(OCc2ccc(C(=O)N3CCCC3)o2)cc1C
  -12, 14, 9, -8, -7, 1, 0, -5
Cn1c(C(=O)OC(C(=O)NC2CCCCC2)c2ccncc2)cc2sccc21 (stereo unspecified)
  2, 11, 14, 24, 2, 4, 1, -10
Cn1c(=O)[nH]c(=O)c2c1nc(N1CCCCCC1)n2CCN1CCCCCC1
  -8, 13, 21, -5, -1, 1, -2, -15
CC(C)c1ccc(CC(C)C2C3=C(CCCC3=O)OC3=C2C(=O)CCC3)cc1 (stereo unspecified)
  -3, 31, 20, -9, 2, -1, 6, 6
COc1ccccc1CNc1ccc(N2CCCCC2)cc1
  -15, -14, -155, -15, -5, 5, 2, -2
O=C(NCCCN1CCC(Cc2ccccc2)CC1)C1CCC(=O)N1C1CCCC1 (stereo unspecified)
  4, 4, 14, -13, -6, -5, 13, 2
O=C(COc1coc(CN2CCN(c3ccc(F)cc3)CC2)cc1=O)NC1CCCC1
  5, -2, 6, 2, -8, 2, 0, -3
CC(=O)Nc1ccc(CN2CCCC(C(=O)c3cccc(C(F)(F)F)c3)C2)cc1 (stereo unspecified)
  7, 7, 5, 4, 6, 0, -3, -2
COc1cc(OC)cc(C(=O)NCC(=O)N2CCN(S(=O)(=O)c3ccccc3F)CC2)c1
  3, -8, 5, -20, -6, 3, 7, 5
CCOC(=O)Cc1cnc(NC(=O)CSc2nc(C)c(CC)c(=O)[nH]2)s1
  0, 19, 7, 3, -3, 1, -4, -3
COc1ccc(-c2nc(CS(=O)CC(=O)NC3CCCCC3)c(C)o2)cc1 (stereo unspecified)
  2, -4, 7, 14, -3, 0, -4, 3
CCOc1ccccc1NC(=O)Nn1cnnc1
  5, 8, 11, -1, -9, 0, -4, 0
COc1cccc(NC(=O)CN(C)C(=O)[C@@H]2CCCN2C(=O)c2cccs2)c1
  8, -5, -3, 18, -2, 1, 3, -16

Screens from PubChem BioAssay.

An unsorted share of the library; 3.6% or so of the library scored in one or more.
